Assay outcomes as filed in PubChem.
TTR transcr act = TTR transcription activators in neuroblastoma reporter cells, primary screen, cell-based, luminescence, SH-SY5Y, TTR promoter Gaussia luciferase | 100% = recombinant luciferase protein wells | activation, % at 16.7 µM | 92,000 compounds, 1.3% hits | AID 1117267, 2014;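 active means activation above the mean of all tested compounds plus 3 SD, cut at about 9.5% in these data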;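 further: cells exposed to compounds for one day before reading; 0% = median of all test compound wells on the plate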
* hit, by the source's call. Some of the compounds tested; the hit share may differ from the screen's.

SMILES	TTR transcr act
CCN(CC(=O)Nc1cccc(S(=O)(=O)N2CCCC2)c1)CC(=O)Nc1ccccc1OC	-0.1
FC(F)(F)c1ccccc1Cc1c(-c2cccc(Cl)c2)nc2ccc(Cl)cn12	0.7
CC(C)C(NC(=O)/C=C/c1cccc([N+](=O)[O-])c1)C(C)C	-0.9
CCCCNC(=O)C1CCC(CNS(=O)(=O)c2ccc(C)cc2)CC1 (stereo not drawn)	-0.2
O=C(Cc1ccccc1)NNC(=S)NC(=O)c1cccs1	2.1
COc1ccc(N2CCN(C(=O)c3ccccc3NS(=O)(=O)c3ccccc3)CC2)cc1	-1.0
CCCn1c(=O)c(C(=O)NCCc2ccccc2)c(O)c2ccccc21	1.9
COc1ncnc2c1N=C1CC(C)(C)CC(N)=C1S2	-0.6
COc1ccc(NS(=O)(=O)c2ccc(C)c(C(=O)N3CCN(Cc4cc(OC)ccc4OC)CC3)c2)cc1	1.3
COc1ccc(S(=O)(=O)N(C)CC(=O)NCCCn2ccnc2)cc1Cl	0.3
O=C(O)CC1S/C(=N/N=C2CCCCC2)N(c2ccccc2)C1=O (stereo not drawn)	-2.3
Cc1ccc(C2=NS(=O)(=O)N(C)C(C(=O)N(C)C3CCCCC3)=C2)cc1	1.1
CCOC(=O)N1CCN(c2cc3nccnc3cc2F)CC1	0.4
CCOC(=O)Cn1c(C)[n+](CC(=O)c2ccccc2)c2ccccc21	-0.1
Cc1cccc(OCc2nnc(SCC(=O)Nc3nccs3)o2)c1	3.6
O=C(COC(=O)COc1ccccc1)NC1CCS(=O)(=O)C1 (stereo not drawn)	-1.1
Cc1nc(-c2ccc(S(=O)(=O)NCc3ccccn3)s2)cs1	-1.1
Cc1nc2scc(C)n2c(=O)c1S(=O)(=O)N1CCN(c2ccccn2)CC1	1.3
COC(=O)C(Cc1c[nH]c2ccccc12)NC(=O)c1cccc(S(=O)(=O)N2CCCCC2)c1 (stereo not drawn)	-0.3
C[C@H]1CN([C@@H](C)CO)C(=O)CCCn2cc(nn2)CO[C@@H]1CN(C)C(=O)Nc1ccc2c(c1)OCO2	-1.5
COc1ccc(-c2c(C)nc(N)nc2-c2ccc(OCc3ccc(C)cc3)cc2O)cc1OC	3.3
O=C1NC(=O)/C(=C\c2ccccc2OCc2ccc([N+](=O)[O-])cc2)N1	-1.3
C/C(=C/C(=O)N1CCN(C)CC1)C(=O)O	-1.9
Cc1ccc(-c2csc(NC(=O)CSc3nc(C)cc(=O)[nH]3)n2)cc1	2.0
O=C(CN1CCN(c2ccc(O)cc2)CC1)Nc1cc(S(=O)(=O)N2CCCC2)ccc1Cl	-1.0
O=C(NCc1cccnc1)c1ccc(-c2ccc(Cl)cc2)o1	-0.1
O=C(NCC(c1ccco1)N1CCCC1)c1cn(Cc2ccccc2)nc1-c1ccccc1 (stereo not drawn)	2.6
Cn1c(=N)n(CC(=O)c2ccc(Br)cc2)c2ccccc21	-4.1
O=C(CCNS(=O)(=O)c1c(Cl)cccc1Cl)OCC(=O)c1ccccc1	-0.6
O=C(CCC1N=C2c3ccccc3N=C(SCc3ccc(F)cc3)N2C1=O)NCc1ccco1 (stereo not drawn)	0.5

Brought forward from above: three entries, followed by the next part.
SMILES	TTR transcr act
Cn1c(=N)n(CC(=O)c2ccc(Br)cc2)c2ccccc21	-4.1
O=C(CCNS(=O)(=O)c1c(Cl)cccc1Cl)OCC(=O)c1ccccc1	-0.6
O=C(CCC1N=C2c3ccccc3N=C(SCc3ccc(F)cc3)N2C1=O)NCc1ccco1 (stereo not drawn)	0.5
O=C(CN(c1ccc(Cl)c(C(F)(F)F)c1)S(=O)(=O)c1ccccc1)N/N=C/c1cccc2c1OCCO2	10*
CCCCNC(=O)[C@H]1C[C@H]1[C@@H](O)[C@H](CO)NC(=O)[C@H](Cc1ccccc1)NC(=O)OC(C)(C)C	2.6
O=C(c1cccnc1)N1N=C(C2CC2)CC1(O)C(F)(F)F (stereo not drawn)	1.1
Cc1[nH]n(-c2cccc([N+](=O)[O-])c2)c(=O)c1-c1ccccc1	4.3
Cc1onc(-c2ccccc2Cl)c1C(=O)Nc1ccc(Cl)cn1	0.6
CCOc1ccc(-c2n[nH]c(=S)n2/N=C/c2cc3c(cc2[N+](=O)[O-])OCO3)cc1	0.9
CC(=O)n1cc([C@H]2C=C(C(=O)N3CCN(Cc4ccc5c(c4)OCO5)CC3)O[C@@H](OCc3ccc(CO)cc3)C2)c2ccccc21	-7.6
Cc1cc(N2CCN(S(=O)(=O)c3ccc4c(c3)OCCO4)CC2)n2ncnc2n1	0.6
CCOC(=O)c1c2n(c3ccc(O)cc13)CCCCC2	-1.6
COc1ccc(CNc2nc(SC)n[nH]2)cc1OC	6.4
COc1ccc(OC)c(NC(=O)CN(Cc2ccc(Cl)cc2)S(C)(=O)=O)c1	3.4
C[C@@H]1CN([C@H](C)CO)C(=O)CCCn2nncc2CO[C@@H]1CN(C)S(=O)(=O)c1cccc(F)c1	0.1
Cc1nnc(SCC(=O)Nc2nonc2C)s1	-0.9
O=C(Nc1ccccc1N1CCCC1)c1ccco1	-1.5
O=C(c1nc2ccc(Cl)cn2c1CNCCn1ccnc1)N1CCCCCCC1	-0.3
Cc1ccc(-c2cn(S(=O)(=O)c3ccc(C)cc3)nc2N)cc1	5.8
COC(=O)[C@]12C[C@H](CC(=O)NCc3cccc(C(F)(F)F)c3)C(=O)N(Cc3ccc(Cl)cc3Cl)C1=C[C@H](C1CCCC1)O[C@@H]2C	-0.3
COC(=O)CN(C)C(=O)CC1C(=O)NCCN1CC(C)(C)C (stereo not drawn)	0.8
Cc1cc(NC(=O)COC(=O)C2CC(=O)N(c3cccc(Cl)c3)C2)no1 (stereo not drawn)	-0.1
Cc1ccc(C(=O)NCC(=O)OCC(=O)Nc2cc(S(=O)(=O)N3CCOCC3)ccc2Cl)s1	-1.5
O=C(CCN1CCOCC1)NNC(=O)/C(=C/c1ccccc1)NC(=O)c1ccccc1	8.0
Cc1cc(-n2nc(C)cc2C)nc(NS(=O)(=O)c2ccccc2Cl)n1	-0.3
O=C(CN1CCN(Cc2ccc(F)cc2)CC1)NCc1ccccc1	2.1
CCN(CC)S(=O)(=O)c1cccc(NC(=O)CN(C)C2CCCCC2)c1	0.5
CCCCNc1ccc(C(=O)O)cc1	-1.3
COc1ccc(CN2CCNC(=O)C2CC(=O)NCc2csc(C)n2)c(F)c1 (stereo not drawn)	0.5
C=C(c1cn(C(C)=O)c2ccccc12)c1cn(C(C)=O)c2ccccc12	-0.5
Cc1ccc(NC(=O)CN2C(=O)NC3(CCCc4ccccc43)C2=O)c(C)c1 (stereo not drawn)	0.3
OC(COC(c1ccc(F)cc1)c1ccc(F)cc1)CN1CCc2ccccc2C1 (stereo not drawn)	-1.6
CCCCCC(=O)N(CN1C(=O)CCC1=O)c1ccccc1	1.8
Cc1nc2c(c(=O)c3ccccc3n2C)c(=O)n1-c1ccc(F)cc1	-1.2
O=c1cnnc(SCc2ccc([N+](=O)[O-])cc2)[nH]1	-0.4
Cc1ccc(NC2=NCC(=O)N2Cc2cccs2)cc1C	-1.5
CCCCCOc1ccc(Br)cc1CSC(=N)N	-4.9
O=C(NCc1cccc(Cl)c1)c1ccc(CS(=O)Cc2ccccc2Cl)o1 (stereo not drawn)	-1.1
CC1(C)Cc2nc3sc4c(=O)[nH]cnc4c3cc2CS1	-0.6
COCCN1Cc2cc3cc(C)ccc3nc2SC1=Nc1ccc(OC)cc1	2.6
COc1ccccc1NC(=O)c1oc2ccc(C)cc2c1C	-0.3
CC1=CC(c2ccccc2)n2nc(N3C(=O)CCC3=O)nc2N1 (stereo not drawn)	2.2
COCCCNC(=O)CNC(=S)N(Cc1cc(OC)c(OC)c(OC)c1)C1CCCC1	-0.1

Brought forward from above: 5 entries, then new ones.
SMILES	TTR transcr act
CC1(C)Cc2nc3sc4c(=O)[nH]cnc4c3cc2CS1	-0.6
COCCN1Cc2cc3cc(C)ccc3nc2SC1=Nc1ccc(OC)cc1	2.6
COc1ccccc1NC(=O)c1oc2ccc(C)cc2c1C	-0.3
CC1=CC(c2ccccc2)n2nc(N3C(=O)CCC3=O)nc2N1 (stereo not drawn)	2.2
COCCCNC(=O)CNC(=S)N(Cc1cc(OC)c(OC)c(OC)c1)C1CCCC1	-0.1
Cc1nn(Cc2ccc(F)cc2Cl)c(C)c1[N+](=O)[O-]	-0.3
COc1ccc2[nH]c(=O)c(CN(C(=O)c3cccnc3)c3ccccc3C)cc2c1	0.1
O=C(OCC#CCSc1nnc(-c2ccccc2)o1)c1ccc(F)cc1	-0.5
O=C(CSc1ccc2nnc(-c3ccncc3)n2n1)Nc1ccc2c(c1)OCCO2	-0.7
S=C(NCC1CC1)N/N=C/c1ccccc1Cl	-0.7
CC1(c2ccccc2)NC(=O)N(CC(=O)N2CCN(S(=O)(=O)c3ccccc3[N+](=O)[O-])CC2)C1=O (stereo not drawn)	0.6
CC(=O)NC1C(=O)N(C)c2ccc(Br)cc21 (stereo not drawn)	-0.2
C/C(N)=C(/C#N)C(=O)COC(=O)c1ccccc1Oc1ccccc1	0.2
Cc1ccccc1-n1c(C)cc(/C=N/NC(=O)c2ccncc2)c1C	-0.7
CCCC(=O)N1CCC1(C)C(=O)Nc1ncc(C(=O)OC)s1 (stereo not drawn)	-0.2
CCn1c(CSc2n[nH]c(N)n2)nc2cc(C(=O)O)ccc21	1.1
Cc1ccc(C)n1-c1ccc(C(=O)Nc2ccccc2F)cc1	1.0
Cc1cccc(NC(=O)Cn2cnc3c(cnn3-c3ccc(F)cc3)c2=O)c1C	-0.6
CCC(=O)Nc1ccc(-c2cc3ccccc3oc2=O)cc1	1.8
COCCn1c(N2CCN(c3ccc(OC)cc3)CC2)nc2c1c(=O)n(C)c(=O)n2C	0.0
O=C(O)C1C2C=CC(C2)C1C(=O)NC1CCS(=O)(=O)C1 (stereo not drawn)	1.5
Cc1ccc(S(=O)(=O)NCC(=O)N(CC(=O)NCC2CCCO2)CC2CCCO2)cc1 (stereo not drawn)	-0.3
Cc1cc(C)c(NC(=S)N(CCCN2CCN(C)CC2)Cc2cccs2)c(C)c1	-1.4
CC(Cc1ccccc1)N(C)C(=O)CN1C(=O)c2ccccc2C1=O (stereo not drawn)	-0.3
Cc1cc(OCC(=O)c2cccc(C(F)(F)F)c2)n2cnnc2n1	3.0
Cc1ccc(S(=O)(=O)Nc2ccc3c(c2)c2c(n3S(=O)(=O)c3ccc(C)cc3)CCCC2=O)cc1	0.5
COc1ccc(Nc2n[nH]c(C)c2[N+](=O)[O-])cc1	-1.3
COc1ccc(CNC(=O)COC(=O)c2c(-c3c(F)cccc3Cl)noc2C)cc1OC	-1.9
COc1ccc(OCC(=O)NNC(=O)c2cccc(O)c2)cc1	-1.6
CCCCOc1ccc(C(=O)Nc2ccc(N3CCN(C(=O)C(C)C)CC3)cc2)cc1	-3.7
CC1CCCC(NC(=O)C2CCCN2S(=O)(=O)c2cccc3nsnc23)C1C (stereo not drawn)	1.1
O=c1[nH]c2ccc(Cl)cc2[nH]1	5.5
CCC/C(=C1/c2ccccc2C(=O)N1c1ccccc1)c1ccc2[nH]ccc2c1	-5.1
COc1ccc(NC(=O)C23CC4CC(C2)CC(n2cnc(Br)n2)(C4)C3)c(C)c1	1.3
CC(=O)Nc1ccc2c(c1)OCCOCCOc1cc(NC(C)=O)ccc1OCCOCCOCCO2	1.1
COCCNC(=S)NNC(=O)c1ccco1	5.5
CCN(CC(=O)Nc1ccc(OC)cc1)C(=O)c1ccc(N2CCCC2=O)cc1	0.1
O=C(CCl)N1c2ccccc2OCC1c1ccccc1 (stereo not drawn)	-1.4
N#C/C(=C\c1ccc(N2CCOCC2)o1)C(=O)N1CCOCC1	-1.0
CCC(=O)/C=C1\Sc2ccccc2N1CC	0.9
O=C(NCc1nc2ccccc2[nH]1)c1ccc([N+](=O)[O-])cc1	-0.7
Cc1ccc(NC(=O)CCn2cnc3cc(C)c(C)cc32)cc1	2.1
COc1cccc(C2=CC(=O)CC(C)(C)C2=O)c1	2.3
O=S(=O)(c1ccc(Cl)c(NC(=S)N/N=C/c2ccc(O)cc2)c1)N1CCOCC1	-4.0
O=C(O)c1c[nH]ccc1=O	-0.2

Part of the list above, in CSV form:
structure,TTR transcr act
N#C/C(=C\c1ccc(N2CCOCC2)o1)C(=O)N1CCOCC1,-1.0
O=C(NCc1nc2ccccc2[nH]1)c1ccc([N+](=O)[O-])cc1,-0.7

(cont.)
SMILES	TTR transcr act
Cc1cccc(C)c1NC(=O)CNC(=O)CCC(=O)c1cccs1	3.5
CCOC(=O)CC(=O)CSc1nccc(-c2cccnc2)n1	1.0
Cc1cccc(NC(=O)COC(=O)CCc2ccccc2)c1C	-1.3
CCOC(=O)C1=C(C)NC(=O)NC1c1ccc(OCC(=O)Nc2ccccc2)c(OC)c1 (stereo not drawn)	0.1
Cc1ccc(N(CC(=O)NC2CCCCC2)S(=O)(=O)c2c(C)noc2C)cc1	0.5
CCOC(=O)C1=C[C@@H](C(C)C)N(S(=O)(=O)c2ccc([N+](=O)[O-])cc2)[C@H]1c1ccccc1	-2.6
CCOC(CCn1c(SCc2ccc([N+](=O)[O-])cc2)nc2ccccc2c1=O)OCC	4.4
COC(=O)[C@]12CCCCC=C1N(Cc1ccc(OC)cc1)C(=O)[C@@H]2CC(=O)N1CCSCC1	-0.7
O=C(NCC(c1cccs1)N1CCOCC1)c1cccc([N+](=O)[O-])c1 (stereo not drawn)	-2.9
N#CCC(=O)N/N=C/c1cc(-c2ccccc2)n(-c2ccc(Cl)cc2)c1-c1ccccc1	-2.3
CCOC(=O)CSc1nc2c(sc3ccccc32)c(=O)n1CCCN1CCOCC1	-0.7
COc1ccccc1/C=C/C(=O)NCC(=O)n1nc(C)cc1C	-0.1
CC(=O)c1cccc(NC(=O)c2csc3c2CCCCC3)c1	-0.3

Reprinted at random: two records from the list
SMILES	TTR transcr act
CCOC(=O)C1=C[C@@H](C(C)C)N(S(=O)(=O)c2ccc([N+](=O)[O-])cc2)[C@H]1c1ccccc1	-2.6
CCOC(=O)C1=C(C)NC(=O)NC1c1ccc(OCC(=O)Nc2ccccc2)c(OC)c1 (stereo not drawn)	0.1
